# ATXN viability – Viability Counterscreen for Primary qHTS for Inhibitors of ATXN expression; S2 cells (HEK-293 line with an ATXN2-luciferase reporter) viability, CellTiter-Fluor protease fluorescence, 24 h; 400,000 compounds, 0.49% hits; Potency, µM (highest dose often 56.7 µM), usual class: cytotoxic; further: potency means the concentration at half of the fitted maximal effect; nearly all actives have a fitted effect of over 40% in size
# TGFb inhibitor – qHTS for Inhibitors of TGF-b; HepG2 CAGA-GFP TGF-b/SMAD3 reporter, GFP fluorescence, 18 h; TGF-beta stimulated, 500 pg/mL final; 410,000 compounds, 1.2% hits; AID 588855, 2011; Potency, µM (doses to about 46.1 µM), for inactives: at the top dose activity, negative = inhibition, most hits filed as inhibitors; further: potency means the concentration at half of the fitted maximal effect; on the % scale 0 is the no-effect control and ±100 the full control effect; nearly all actives have a fitted effect of over 65% in size
#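 First, reporter cells (HEPG2 CAGA-GFP) rested 2 h at 37 degrees C. Next, compounds were pinned in and TGF-beta added to 500 pg/mL final. After 18 h, GFP was imaged per cell and summed per well.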
# Nrf2 inh – Nrf2 qHTS screen for inhibitors; A549 ARE-Fluc reporter, luciferase luminescence, 18-24 h; Potency, µM (highest dose often 46 µM), without a hit: at the highest dose activity change, negative = inhibition, usual class: inhibitors; 360,000 compounds, 2.1% hits; AID 504444, 2011; further: potency means the concentration at half of the fitted maximal effect; on the % scale 0 is the no-effect control and ±100 the full control effect; nearly all actives have a fitted effect of over 60% in size
#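 A549 ARE_Fluc cells (5000/well, 5% FBS OPTI-MEM) pre-incubated 2 h, then treated with compounds 18-24 h at 37C/5% CO2 in concentration-response. CellTiter-Fluor viability read first; BugLite luciferase luminescence after 15 min at room temperature gives Nrf2 activity.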
# MmCpn inh – Inhibitors of TCP-1 ring complex (TRiC) of Methanococcus maripaludis (MmCpn): qHTS. Chaperonin Mm-Cpn (Methanococcus maripaludis). purified Mm-Cpn ATPase, ADP Transcreener TR-FRET. Potency, µM (highest dose often 76.9 µM), without a hit: at the highest dose activity, negative = inhibition, usual class: inhibitors. 330,000 compounds, 0.031% hits; further: potency means the concentration at half of the fitted maximal effect; on the % scale 0 is the no-effect control and ±100 the full control effect; nearly all actives have a fitted effect of over 80% in size
#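 25 nM Mm-CPN + cpd, 10 min 37°C; + 10 uM ATP, 30 min 37°C; buffer 30 mM Tris pH 7.4, 100 mM KCl, 5 mM MgCl2, 1 mM DTT; Transcreener ADP HTRF detection 30 min RT.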
# Nrf2 activator – qHTS of Nrf2 Activators; AID 624171, 2012; AREc32 ARE-luciferase reporter (MCF7-derived line), luminescence, 24 h; 410,000 compounds, 0.31% hits; Potency, µM (highest dose often 46.1 µM), for inactives: top-dose activation, usual class: activators; further: potency means the concentration at half of the fitted maximal effect; % of control where 0% means no effect; nearly all actives have a fitted effect of over 65% in size
#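 AREc32 cells carrying an ARE-driven firefly luciferase, 1000 cells/well in OPTI-MEM with 5% FBS, dosed after overnight attachment and incubated 24 hr at 37 deg C. Steady-Glo luminescence read after 30 min at RT.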
# HepG2 viability – qHTS for Inhibitors of TGF-b: Cytotox Counterscreen; 410,000 compounds, 0.76% hits; HepG2 CAGA-GFP viability, ATP luminescence, 18 h; Potency, µM (series often up to 46.1 µM), for the others: at the highest dose activity change, negative = cytotoxicity, hits mostly cytotoxic; further: potency means the concentration at half of the fitted maximal effect; some results filed as inactive show a strong effect at the top dose
#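 CellTiter-Glo luminescence gave cytotoxicity after 18 hours at 37 degrees C. The cells were HepG2 CAGA-GFP in 1% FBS DMEM, stimulated with 500 pg/mL TGF-beta after compound addition. %Activity was normalised to no-cell wells (complete cell-killing) and DMSO (no toxicity), and curves were fitted and classified.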
# CCT chaperon mod – High-Throughput Screening for Modulators of Cytosolic Chaperonin Activity. purified chaperonin ATPase assay, HTRF ADP detection, 30 min. activity change, % (concentration not given with the values), hits read low. 360,000 compounds, 0.3% hits; in the data active means activity change below about -30%; further: on the % scale 0 is the no-effect control and ±100 the full control effect
#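 TRiC (40 or 20 nM final, by batch activity) in 30 mM Tris pH 7.4, 100 mM KCl, 5 mM MgCl2, 1 mM DTT was treated with compound at 76 uM single dose, then 10 uM ATP, 30 min at 37 °C. ADP was read by HTRF Transcreener.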
# A549 tox – Nrf2 qHTS screen for inhibitors: counterscreen for cytotoxicity. A549 ARE-Fluc cells, CellTiter-Fluor viability, 18-24 h. Potency, µM (series often up to 46 µM), for inactives: at the top dose activity change, negative = cytotoxicity, hits mostly inhibitors. 390,000 compounds, 0.16% hits. AID 504648, 2011; further: potency means the concentration at half of the fitted maximal effect; on the % scale 0 is the no-effect control and ±100 the full control effect
#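 Cytotoxicity counterscreen: CellTiter-Fluor fluorescence was measured in A549 ARE_Fluc cells after 18-24 h of compound exposure in a concentration series. The subsequent BugLite luminescent read reports ARE-luciferase activity.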
# pAkt inh – HTS Assay for Inhibitors of Akt Phophorylation: Primary Screen | activity change, % for hits at 50 µM | Neuro2A IGF-stimulated pAkt S473 HTRF, 20 min; stronger effect = lower value | AID 651550, 2012 | 360,000 compounds, 0.32% hits; in the data active means activity change below about -80%; inconclusive means mostly about -51% to -80%; further: on the % scale 0 is the no-effect control and ±100 the full control effect
#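 Neuro2A cells in DMEM with 0.5% FBS, overnight at 37 deg C, given compound at single 50 µM final, then IGF (6 nM final) for 20 min at 37 deg C. Lysed; phospho-Akt Ser473 by HTRF after 24 h, 665/615 ratio.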
# An asterisk follows results filed as active; i = inactive; ? = inconclusive; · = no result given; & = joins results of further samples; [ ] = remark or other dose. Unless noted, the call rests on the fitted dose curve; in most records, active means well fitted curve in the direction sought with a large enough effect; inconclusive means small, poorly fitted or top-dose-only effect, or another doubt; inactive means no such curve, though single readings can be large; an effect the other way counts as inactive or inconclusive.
SMILES,ATXN viability,TGFb inhibitor,Nrf2 inh,MmCpn inh,Nrf2 activator,HepG2 viability,CCT chaperon mod,A549 tox,pAkt inh
CCN1C(=O)[C@H]2[C@@H](c3ccc(C(F)(F)F)cc3)N[C@]3(CCCN(Cc4ccc(Cl)cc4)C3=O)[C@H]2C1=O,?,5%,·,·,0.2%,-26%,-1.4,·,i
Cc1nn(Cc2ccc(C(=O)NC3CCCCC3)o2)c(C)c1Br,i,-18%,-22%,0%,-0.5%,-1%,0.8,2%,i
O=C(COc1ncnc2cc([N+](=O)[O-])ccc12)NCc1ccc2c(c1)OCO2,i,8%,·,1%,2.5%,-3%,1.3,4%,i
CCOC(=O)C1=C(CP(=O)(c2ccccc2)c2ccccc2)NC(=O)NC1c1ccc(Cl)cc1 (stereo unspecified),?,14%,?,-3%,-0.3%,-1%,0.0,?,i
COC(=O)C1=C(C(=O)c2ccc(C)cc2)C(c2ccc(O)c(OC)c2)n2nnnc2N1 (stereo unspecified),?,-13%,-11%,-2%,7.0%,17%,-1.4,-25%,i
COc1ccc(NC(=O)Cn2nnc(-c3ccccc3F)n2)cc1,i,51%[activator],·,1%,1.9%,0%,-2.7,1%,i
Cc1cccc(N2CCN(C(=O)c3cccs3)CC2)c1C,i,-16%,-2%,-1%,-0.8%,-18%,-0.7,-5%,i
O=C(c1ccccn1)N1N=C2/C(=C/c3ccc(F)cc3)CCCC2C1c1ccc(F)cc1 (stereo unspecified),i,-1%,-16%,-2%,1.0%,3%,-1.7,-8%,i
CC(C)C1Oc2ccccc2N(CC(=O)N2CCOCC2)C1=O (stereo unspecified),i,-3%,10%,0%,-0.1%,-11%,-2.9,-1%,i
C/C(=N\NC(=O)c1cc(-c2ccc(C)s2)[nH]n1)c1ccncc1,i,1%,?,-4%,6.0%,-40%,-0.5,2%,i
CCOC(=O)c1c(C)[nH]c(C(=O)CN(C)CC(=O)Nc2ccccc2C(F)(F)F)c1C,i,-18%,-20%,0%,0.3%,-22%,-0.5,-4%,i
COc1ccccc1Nc1nnc(SCC(=O)c2cc(C)n(CC3CCCO3)c2C)s1 (stereo unspecified),i,?,0%,-1%,0.7%,-25%,-1.3,-6%,i
O=C(c1ccc(Cl)cc1)c1ccc(OCC(=O)N2CCOCC2)cc1,i,10%,?,-2%,0.1%,-19%,-3.1,-3%,i
CC(=O)OC(C(=O)NC1CCCCC1)c1ccncc1 (stereo unspecified),i,22%,4%,-1%,-0.4%,0%,-0.7,-1%,i
O=C(OCC(=O)N1CCCC1=O)C1COc2ccccc2O1 (stereo unspecified),i,-9%,5%,0%,-0.8%,-41%,0.9,0%,i

# Rewritten bar-delimited: entries from further up.
structure | ATXN viability | TGFb inhibitor | Nrf2 inh | MmCpn inh | Nrf2 activator | HepG2 viability | CCT chaperon mod | A549 tox | pAkt inh
COC(=O)C1=C(C(=O)c2ccc(C)cc2)C(c2ccc(O)c(OC)c2)n2nnnc2N1 (stereo unspecified) | ? | -13% | -11% | -2% | 7.0% | 17% | -1.4 | -25% | i
CC(C)C1Oc2ccccc2N(CC(=O)N2CCOCC2)C1=O (stereo unspecified) | i | -3% | 10% | 0% | -0.1% | -11% | -2.9 | -1% | i
CC(=O)OC(C(=O)NC1CCCCC1)c1ccncc1 (stereo unspecified) | i | 22% | 4% | -1% | -0.4% | 0% | -0.7 | -1% | i
Cc1cccc(N2CCN(C(=O)c3cccs3)CC2)c1C | i | -16% | -2% | -1% | -0.8% | -18% | -0.7 | -5% | i

# Additional records
SMILES,ATXN viability,TGFb inhibitor,Nrf2 inh,MmCpn inh,Nrf2 activator,HepG2 viability,CCT chaperon mod,A549 tox,pAkt inh
N#Cc1cn(-c2ccccc2)nc1-c1ccco1,·,23%,?,0%,?,-16%,-4.3,-3%,·
COC(=O)CN1C(=O)Nc2ccc(Br)cc2C1c1ccccc1 (stereo unspecified),i,-16%,-28%,1%,0.0%,-35%,-1.6,-5%,i
CN(C(=O)c1ccncc1)c1nnc(-c2ccncc2)s1,i,-5%,-5%,-15%,0.1%,8%,0.2,-8%,i
O=C1CC(N2CCOCC2)C(=O)N1c1cc(Cl)cc(Cl)c1 (stereo unspecified),i,-15%,·,-1%,0.2%,-2%,-1.4,?,·
CCOc1ccc(S(=O)(=O)N2CCC(C(=O)NCc3ccccn3)CC2)cc1Cl,i,-7%,-1%,3%,0.4%,2%,0.2,1%,i
CSc1ncccc1C(=O)N1CCCC(N2CCN(c3ccccc3C)CC2)C1 (stereo unspecified),i,-7%,·,·,-1.0%,-32%,2.4,·,i
COCCNC(=O)Cn1nc(N2CCN(c3ccccc3OC)CC2)ccc1=O,i,4%,-13%,·,-1.2%,3%,·,-1%,·
COc1ccc(CNC(=O)c2cc(C3CC3)on2)cc1,i,-8%,11%,0%,0.8%,-19%,-1.1,1%,i
Cc1ccc(Nc2ccc(S(=O)(=O)N3CCOCC3)cc2[N+](=O)[O-])c(C)c1,i,-13%,-15%,0%,-0.5%[9.22 µM],2%,0.8,-5%,i
O=C(Nc1ccc(C(F)(F)F)cc1)C1CCCCN1S(=O)(=O)c1ccccc1 (stereo unspecified),i,?,?,3%,6.1%,-9%,-1.3,1%,i
Cc1ccc(NC(=O)Cn2nc(-c3ccccc3)nc(Cc3ccc(Cl)cc3)c2=O)cc1,·,1%,·,·,-0.2%,5%,·,2%,·
Cc1ccc(NC(=O)C2CCCN(c3nccc(C)n3)C2)c(C)c1 (stereo unspecified),i,16%,15%,0%,0.1%,-9%,-1.4,?,i
COc1ccc(S(=O)(=O)n2nc(OC(=O)c3ccccc3Br)cc2N)cc1,i,-28%,?,-2%,0.0%,-21%,0.7,-2%,i
COc1ccc(S(=O)(=O)NCCSC(C)(C)C)cc1Cl,i,-15%,?,0%,-0.5%,-3%,1.5,-11%,i
CCOc1ccccc1C(=O)Nc1cc(=O)n(C)c(=O)n1C,i,-12%,7%,-3%,-0.1%,-24%,-1.0,9%,i
Cc1cc(C)nc(NC(=O)CSc2nc3ccccc3o2)n1,i,6%,?,2%,-0.6%,-20%,2.5,-12%,i
Clc1ccc(Cn2cc3c(n2)-c2cc4ccccc4n2C3)cc1,·,-8%,0%,·,·,-34%,·,0%,·
COc1cc(S(=O)(=O)N2CCN(Cc3ccccc3)CC2)ccc1Br,i,3%,·,2%,-0.3%,-14%,-1.0,1%,i
O=C1ON=C(c2ccccc2)/C1=C/c1ccc(OS(=O)(=O)c2ccccc2)cc1,i,-7%,7%,1%,3.5%,-4%,-1.4,-1%,i
COC(=O)c1cccc(C(=O)N2CCCC(Nc3ccc4c(c3)OCCO4)C2)c1 (stereo unspecified),i,-13%,13%,-2%,0.4%,-15%,1.6,2%,i
COc1ccc(CNS(=O)(=O)c2ccc(NC(=O)N3CCCCC3)cc2)cc1,i,-7%,?,0%,-0.6%,-17%,2.0,-12%,i
CCCn1c(=N)c(C(=O)NCc2cccnc2)cc2c(=O)n3cc(C)ccc3nc21,·,1%,6%,·,-0.8%,10%,·,-3%,·
O=C(CN(Cc1ccc(F)cc1)C(=O)CNS(=O)(=O)c1ccccc1)NCC1CCCO1 (stereo unspecified),i,0%,21%,1%,0.4%,-5%,-3.4,-6%,i
COC(=O)c1cc2oc3ccccc3c2n1CC(=O)Nc1cc(OC)cc(OC)c1,i,-19%,14%,·,7.0%,-31%,·,-1%,·
Cc1cc(OC(=O)c2ccccc2)n(CCC#N)n1,i,-11%,5%,-6%,0.1%,-26%,-0.3,7%,i
Cc1cccc(OCCNC(=O)CCc2ccccc2)c1,i,-13%,12%,·,-0.1%,-18%,-2.1,2%,i
Cc1ccc(NC(=O)NC2CCCCCCC2)cc1C,i,2%,-14%,0%,2.9%,-11%,-1.4,-3%,i
COCc1nc2ccccc2n1Cc1c(F)cccc1Cl,i,-1%,-26%,0%,0.4%,-5%,0.6,-3%,i
COc1ccc(CN(C)C(=O)CNC(=O)c2ccc(C)cc2)cc1,i,0%,-25%,-1%,-0.2%,39%,0.1,1%,i
CS(=O)(=O)N1CCN(C2Cc3ccccc3C2)CC1,i,-4%,4%,2%,-0.8%,10%,-0.8,1%,i
COc1ccc([C@@H]2CC=C(C(=O)O)CN2S(=O)(=O)c2ccc(Cl)cc2)cc1,i,4%,7%,2%,-1.1%,3%,-0.6,-10%,i
COc1ccc(C(=O)NCC(=O)OCc2ccc(Br)cc2)cc1,i,5%,-2%,2%,-0.7%,1%,0.9,0%,i
CC(C)COC(=O)C(C#N)c1nc2ccccc2nc1N1CCN(Cc2ccc3c(c2)OCO3)CC1 (stereo unspecified),i,15%,8%,0%,0.1%,2%,-0.2,4%,i
O=C(CNC(=O)c1ccc2ccccc2c1)OCC(=O)N1CCN(S(=O)(=O)c2ccc3ccccc3c2)CC1,i,?,-4%,?,2.3%,-35%,-3.9,-2%,i
CN(Cc1ccco1)c1ncnc2ccc(-c3ccccc3Cl)cc12,?,-25%,?,-1%&-3%,14%,-24%,·,-4%,·
CCc1c(CN2CCN(c3ccccc3F)CC2)csc1C,·,-30%,18%,·,0.1%,-33%,·,1%,·
COC(=O)c1cc(OC)c(OC)cc1NC(=S)N1CCC(C(N)=O)CC1,i,14%,-8%,3%,-0.6%,-1%,1.9,-1%,i
O=C1C2C3C=CC(C3)C2C(=O)N1c1n[nH]c(-c2ccccc2)n1 (stereo unspecified),i,-19%,-1%,3%,0.3%,-7%,0.3,-2%,i

# Bioassay records as filed in PubChem BioAssay.
